Assay outcomes (PubChem BioAssay)
OX1R FRET antag – OX1R (human) antagonism. O43613. OX1R-expressing cells, FRET antagonist read-out. inhibition, % at 6.6 µM. 330,000 tested, 1.8% active; in the data active = inhibition mostly above about 38%, no sharp cut-off; inactive = mostly below about 40%;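 note: 0% = agonist challenge alone and 100% = reference antagonist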
Target sequence (O43613 whole entry, looked up): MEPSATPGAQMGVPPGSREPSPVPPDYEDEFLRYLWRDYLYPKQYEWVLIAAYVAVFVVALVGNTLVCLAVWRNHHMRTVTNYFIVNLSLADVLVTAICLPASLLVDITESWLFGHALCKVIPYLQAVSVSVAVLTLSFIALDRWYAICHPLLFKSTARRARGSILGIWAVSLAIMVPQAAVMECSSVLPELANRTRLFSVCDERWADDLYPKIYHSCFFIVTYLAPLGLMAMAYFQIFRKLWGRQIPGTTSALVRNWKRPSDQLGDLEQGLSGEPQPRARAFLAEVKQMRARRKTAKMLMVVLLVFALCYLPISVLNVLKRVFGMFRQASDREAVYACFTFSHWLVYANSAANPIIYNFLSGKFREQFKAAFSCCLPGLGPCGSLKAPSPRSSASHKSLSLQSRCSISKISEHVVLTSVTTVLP
STK33 kinase inh – blocks human STK33 kinase activity; inhibition, % at 10 µM; Q9BYT3; purified STK33, MBP phosphorylation, ADP-Glo luminescence; 320,000 tested, 0.073% active;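 active = inhibition at or above 25%, using the most active replicate where run in duplicate; inactive = inhibition below 25%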
Target sequence (Q9BYT3 whole entry, looked up): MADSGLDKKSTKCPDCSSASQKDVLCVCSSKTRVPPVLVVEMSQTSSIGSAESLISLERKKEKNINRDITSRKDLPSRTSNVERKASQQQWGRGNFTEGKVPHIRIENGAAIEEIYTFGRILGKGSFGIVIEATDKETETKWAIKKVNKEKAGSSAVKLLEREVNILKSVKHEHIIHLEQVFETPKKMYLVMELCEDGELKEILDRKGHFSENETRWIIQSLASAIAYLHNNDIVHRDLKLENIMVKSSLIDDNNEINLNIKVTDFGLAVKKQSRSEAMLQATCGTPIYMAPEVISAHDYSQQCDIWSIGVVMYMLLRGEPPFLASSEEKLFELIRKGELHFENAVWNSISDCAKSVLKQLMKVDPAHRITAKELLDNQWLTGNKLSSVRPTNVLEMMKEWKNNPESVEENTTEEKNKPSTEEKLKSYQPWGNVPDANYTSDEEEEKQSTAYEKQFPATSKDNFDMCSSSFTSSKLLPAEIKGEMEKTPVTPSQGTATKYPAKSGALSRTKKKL
* hit, by the source's call; x = no result given. An unsorted share of the library; 1.8% or so of the library scored in one or more.

SMILES	OX1R FRET antag	STK33 kinase inh
Cc1oc(-c2cccc(C(F)(F)F)c2)nc1CN1CCN(c2ccccn2)CC1	20.3	-2.5
CCOC(=O)C1CCCN(C(=O)c2cn(CC(C)C)c(=O)c3cc(OC)c(OC)cc23)C1 (configuration not stated)	22.5	-0.5
CC(=O)N1c2ccc([N+](=O)[O-])cc2NC(=O)CC1C (configuration not stated)	35.0	6.1
O=C(NC1CCS(=O)(=O)C1)c1ccc(S(=O)(=O)N2CCCC2)cc1 (configuration not stated)	9.9	-1.4
O=C(Nn1c(-c2ccncc2)nc2ccccc2c1=O)c1ccc([N+](=O)[O-])cc1Cl	22.1	-1.2
CN1CCN(C(=O)C2=C[C@@H](C3CC3)C[C@@H](OCc3ccc(CO)cc3)O2)CC1	4.1	-0.5
CCCN(CC1CC1)C(=S)NC(=O)c1ccc(S(=O)(=O)N2CCOCC2)cc1	13.8	-0.9
O=C(NCC1CC1)c1onc(CSc2ccncc2)c1C(=O)NCC1CC1	10.2	-1.3
COc1ccc2ccccc2c1C1CC(=O)N2CN(Cc3ccco3)CSC2=C1C#N (configuration not stated)	9.4	-0.6
Cc1ccc(NC(=O)c2ccccc2NS(=O)(=O)c2ccc(Cl)s2)cc1	45.9	x
Cc1ccccc1C1NC(c2ccccc2C)C(C)C(=O)C1C (configuration not stated)	-0.9	-0.4
O=C(Cn1[nH]c(=O)c2ccccc2c1=O)Nc1ccc2c(c1)CCC2	39.8	-3.1
CCCCCCCNc1nc(Cl)nc(NCCO)n1	7.1	0.1
CCOC(=O)CCc1c(C)c(C#N)c2nc3ccccc3n2c1-n1ccnc1C	10.8	1.6
Cc1cc(C(=O)CSc2nc3ccccc3c(=O)[nH]2)c(C)n1CC1CCCO1 (configuration not stated)	30.9	1.2
O=C(CNS(=O)(=O)c1ccccc1)NCC(=O)OCc1ccc(Cl)cc1	9.2	1.1
Cc1cc(C)n(-c2nc3c(c(=O)[nH]c(=O)n3C)n2CC(C)C)n1	13.6	-2.3
Cc1ccc(CN(C)C(=O)C2CCC(=O)N(CC3CCCCC3)C2)o1 (configuration not stated)	8.3	9.1
O=C(CSc1nnc(Cc2cccs2)n1C1CCCCC1)N1CCCc2ccccc21	34.4	-2.2
O=C(O)c1cnn(-c2ccccc2)c1-c1ccccc1	-0.2	-1.8
COc1ccc(S(=O)(=O)Nc2nc3c(s2)CCCC3)cc1	3.3	-0.4
CNC(=O)c1[nH]cnc1C(=O)Nc1ccccn1	4.1	1.1
CCC(=O)Nc1ccc(NC(=O)c2ccccc2Cl)nc1	6.5	-1.0
Nn1c(SCC(=O)N2CCN(S(=O)(=O)c3ccccc3)CC2)nnc1-c1cccs1	8.0	1.6
CC(NC(=O)C1CCCCC1)C(c1cccs1)N1CCOCC1 (configuration not stated)	0.8	-0.5
CCOC(=O)C(CC)Sc1ncnc2c1nnn2-c1ccc(F)cc1 (configuration not stated)	5.7	-0.4
CSc1nc(N(C)C)c2ccccc2n1	-0.6	-0.6
COc1ccc(Nc2nc(N3CCN(C)CC3)nc3ccccc23)c(OC)c1	18.3	-0.2
COC(=O)[C@H](Cc1ccccc1)NC(=O)NCc1cccs1	7.0	0.0
O=c1cc(-c2ccc(O)cc2)oc2c(C3O[C@H](CO)[C@@H](O)[C@H](O)[C@H]3O)c(O)cc(O)c12 (some centres not stated)	24.4	1.6
N/C(Cc1ccccc1)=N\OC(=O)c1cccc2ccccc12	12.9	-0.7
O=C1N[C@H](Cc2ccccc2)COC(=O)[C@@H](Cc2ccc(F)cc2)CC/C=C/C[C@H]1CC(=O)N(CCO)Cc1ccccc1	3.7	0.0
Cc1ccc(C)c(CSC2=NCCN2S(=O)(=O)c2ccccc2)c1	22.0	1.6
C=CCN=C1S/C(=C/c2cccc([N+](=O)[O-])c2)C(=O)N1CC=C	13.8	-1.1
COc1ccc(S(=O)(=O)NCC2CCCN(Cc3cn(C)nc3C)C2)cc1 (configuration not stated)	5.6	-2.2
CC1(C)CC(=O)C=C(N2CCCC2)C1	22.4	-0.1
COC(=O)c1c(C)nc2ccccc2c1-c1ccccc1	22.7	0.1
CCOc1ccccc1NC1c2ccccc2C(=O)N1c1cccnc1 (configuration not stated)	45.2	-0.3
O=C(Nc1ccccc1)c1cccc(S(=O)(=O)Nc2ccccn2)c1	24.6	0.3
COc1ccc(OCc2nc3ccc(S(=O)(=O)Nc4ccccc4Cl)cc3[nH]2)cc1	0.3	-0.5

Full records, looked up by structure. Order of values: OX1R FRET antag	STK33 kinase inh
CC(NC(=O)C1CCCCC1)C(c1cccs1)N1CCOCC1 (configuration not stated) in the list: 0.8	-0.5
COc1ccc(S(=O)(=O)Nc2nc3c(s2)CCCC3)cc1 in the list: 3.3	-0.4

Continuation.
SMILES	OX1R FRET antag	STK33 kinase inh
NC(=O)[C@H](Cc1cc2ccccc2s1)NC(=O)[C@@H]1CC2(CC(c3cccc(NC(=O)[C@@H]4CCC(=O)N4)c3)=NO2)CN1C(=O)/C=C/c1c(F)cccc1Cl (some centres not stated)	20.5	0.4
Cc1ccccc1NC(=O)Nc1ccc2c(c1)CCC2	9.7	-0.6
Cc1oc(-c2ccccc2F)nc1CSCC(=O)NC1CCC(C)CC1 (configuration not stated)	4.6	-0.3
CCN1C(=O)[C@@H]2[C@@H](c3ccc(-c4ccc(F)cc4)c(OC)c3)N3CCC[C@@]3(C(=O)OC)[C@@H]2C1=O	14.7	-0.5
COc1cc(/C=N/Nc2ccc(S(N)(=O)=O)cc2)cc(OC)c1OC	13.6	0.6
CC1=C(C(=O)Nc2cccc(C(=O)NC(C)c3ccccc3)c2)SCCO1 (configuration not stated)	19.8	0.0
COc1cc(NS(=O)(=O)c2cccc3nsnc23)cc(OC)c1	13.2	-0.2
CCOc1ccc(S(=O)(=O)N2CCN(c3ncccn3)CC2)cc1	3.1	-1.3
CC(=O)c1ccc(NC(=O)COC(=O)CCC(=O)c2cccs2)cc1	-0.3	-0.4
Cc1cccc(Nc2nnc(SCC(=O)NCc3cccs3)s2)c1C	21.1	-0.5
Cc1cccc(C(=O)NCC(=O)OCc2nc(N)nc(Nc3ccccc3C)n2)c1	7.9	-1.1
O=C(Cn1cnc2ccccc2c1=O)Nc1nnc(SCc2ccccc2)s1	8.7	0.6
O=C(NCC(=O)N(Cc1ccco1)C(C(=O)NC1CCCC1)c1ccncc1)c1cccs1 (configuration not stated)	3.4	1.3
COc1ccc(CN2CCN(CCC(C)C)C(CCO)C2)cc1Cn1cccn1 (configuration not stated)	10.3	-0.5
CCc1ccccc1-n1c(SCC(=O)NC)nnc1-c1cccnc1	17.3	-0.7
O=C(O)/C=C/C(=O)Nc1cccc2cccnc12	15.2	0.3
C=CC[C@@H](CC(=O)N[C@@H](CO)Cc1ccccc1)C(=O)N[C@@H](COC(=O)[C@@H](CC=C)Cc1ccc(F)cc1)Cc1ccccc1	2.9	x
COCCCN(C(=O)CSCc1ccc(C)cc1)c1c(N)n(Cc2ccccc2)c(=O)[nH]c1=O	25.8	13.0
O=C(OCC(=O)N1CCc2ccccc2C1)c1c(F)cccc1Cl	0.6	-0.1
COCCCNCCCCSc1ccc(Cl)cc1	15.6	x
COc1ccc(NC(=O)COC(=O)[C@@H]2CCCN2C(=O)c2cccs2)cc1	8.1	0.6
COc1ccc(Cc2nnc(NC(=O)c3ccc(OC)c(OC)c3)s2)cc1	16.2	-0.8
O=C(Cn1nnc2ccccc2c1=O)Nc1cccc(S(=O)(=O)N2CCOCC2)c1	9.3	0.2
CCOC(=O)C1CCN(c2c(NC3CCCc4ccccc43)c(=O)c2=O)CC1 (configuration not stated)	3.5	0.2
CCc1cc(=O)oc2cc(C)cc(OCC(=O)NCCCn3ccnc3)c12	11.6	0.5
COCCNC(=O)c1c[nH]c2ccc(S(=O)(=O)N3CCc4ccccc43)cc2c1=O	3.0	0.9
CCC(C)n1c(SCC(=O)NC(=O)Nc2ccc3c(c2)OCCO3)nc2ccccc2c1=O (configuration not stated)	6.9	0.0
CC1CC(C#N)N(N(C)C)C1=C(C#N)C#N (configuration not stated)	10.4	-1.1
COCCNC(=S)N/N=C(\C)c1cccc(OC)c1	18.3	-0.8
COc1ccc(C)cc1NC(=O)CCCN1C(=O)C(c2ccccc2)Oc2cccnc21 (configuration not stated)	2.3	-1.7
NC(=O)c1nsc(C(=O)N(c2ccccc2)C(C(=O)NC2CCCC2)c2ccc3ncccc3c2)c1N (configuration not stated)	16.7	0.6
O=C(O)c1cccc(S(=O)(=O)Nc2ccc([N+](=O)[O-])cc2O)c1	14.9	-1.5
Cc1[nH]c2ccc(-c3n[nH]c(=S)n3-c3ccc(Br)cc3)cc2c1C	9.1	-1.1
Cc1nc(Cl)sc1C(=O)Nc1cc(F)cc(F)c1	6.5	0.5
CCCCN(C)CCNC(=O)CCn1nc(-c2ccc(C)cc2)ccc1=O	6.6	-0.5
CC(=O)OCC1=C(C(=O)O)N2C(=O)C(NC(=O)c3ccc(COc4c(C)cccc4Cl)o3)C2SC1 (configuration not stated)	-1.2	-0.8
Cc1cccc(OCCNc2cc(N3CCN(C)CC3)ccc2[N+](=O)[O-])c1	13.4	-0.1
Cc1occc1C(=O)Nc1cccc(Cn2cccn2)c1	9.2	-1.1
C=CCn1c(=O)c(C(=O)NCCN(CC)CC)c(O)c2ccccc21	11.9	0.6
COc1ccc(NC2CCCN(C(=O)Cn3ccc(C)n3)C2)cc1OC (configuration not stated)	9.7	0.3
Cc1ccc(CNS(=O)(=O)c2ccc(CN3C(=O)c4cccnc4C3=O)s2)o1	13.8	-0.3
CC(=O)N1c2ccc3ccccc3c2C2C=CCC2C1c1ccc(Br)cc1 (configuration not stated)	7.3	-1.3
N#C/C(=C(/O)CCl)c1nc2ccccc2[nH]1	14.5	4.2
NC(=O)C1CCN(C(=O)c2ccc3c(=O)n(Cc4ccco4)c(SCC(=O)c4ccc(F)cc4)nc3c2)CC1	13.0	-1.4
O=C(NCC(c1cccs1)N1CCOCC1)C1CCN(S(=O)(=O)c2c(Cl)cccc2Cl)CC1 (configuration not stated)	7.5	-2.4
CCn1cnnc1SCC(=O)Nc1ccccc1C(=O)NC1CC1	19.4	-0.3
O=C1Nc2ccccc2Oc2cc([N+](=O)[O-])cc(Oc3ccccc3)c21	40.8	-1.9
CCc1nnc(NC(=O)C(=O)NCCOC(=O)c2ccccc2Cl)s1	5.3	-1.2
O=C(CNC(=O)c1ccccc1Cl)c1ccccc1	12.4	-0.2
O=C(CC1Sc2ccccc2NC1=O)NCc1ccc(Cl)cc1 (configuration not stated)	25.2	-0.8
The results go on:
SMILES	OX1R FRET antag	STK33 kinase inh
CCCCNS(=O)(=O)c1ccc2nc(SCC(N)=O)[nH]c2c1	19.9	-1.5
COc1ccc(N(CC(=O)N/N=C/c2cccs2)S(=O)(=O)c2ccccc2)cc1	18.3	-0.2
COC(=O)c1ccc(Nc2ccc3nonc3c2[N+](=O)[O-])cc1	5.3	-1.1
Cn1cc(S(=O)(=O)Cc2ccc(F)cc2)c2ccccc21	13.5	-0.5
CCc1ccccc1NC(=O)NNC(=O)c1ccc2ccccc2c1O	7.0	-1.0
Cc1noc(NS(=O)(=O)c2ccc(NC(=O)c3ccccc3NS(=O)(=O)c3ccc(F)cc3)cc2)c1C	4.0	-3.8
COc1cccc(-n2nnnc2SCC(=O)NCCc2ccc(OC)c(OC)c2)c1	21.7	-0.6
CCn1c(SCc2ccc(C)cc2)nnc1-c1cnccn1	3.6	-0.5
O=[N+]([O-])c1cccc(/C=N/N2CCN(Cc3ccccc3)CC2)c1	19.2	1.1
CCCCNC(=O)c1c(N)n(/N=C/c2ccccn2)c2nc3ccccc3nc12	13.8	-0.1
COc1cc(/C=N/NC(=O)CSc2ccccn2)ccc1O	22.0	-0.7
Cc1cccc(Nc2nc(N)nc(CN3CCC(C)CC3)n2)c1C	-3.7	-0.3
C=CCNc1ccc(N2C(=O)CCCC2=O)cc1[N+](=O)[O-]	10.6	0.0
NC(=O)C1CCCc2c1n(Cc1ccccc1)c1ccccc21 (configuration not stated)	x	-2.0
COc1cc([N+](=O)[O-])ccc1N	33.6	-1.4
CCn1ncc(CN2CCN(C(=O)Nc3ccccc3C(=O)OC)CC2)c1C	2.1	-0.3
CCOc1cccc(-c2nnc(SCC(=O)NC3CC3)n2C)c1	28.1	-1.6
O=C(O)C1Sc2[nH]c(=O)sc2C2c3ccc(O)cc3OC(=O)C12 (configuration not stated)	8.6	2.8
COc1cccc(C(=O)Nc2cc(S(=O)(=O)N3CCCCC3)ccc2OC)c1	5.5	1.5
O=C(Nc1nc2ccccc2[nH]1)c1ccc(Cl)c([N+](=O)[O-])c1	3.6	-0.9

In the list so far, these have an NH in an aromatic ring:
SMILES	OX1R FRET antag	STK33 kinase inh
O=C(Cn1[nH]c(=O)c2ccccc2c1=O)Nc1ccc2c(c1)CCC2	39.8	-3.1
Cc1cc(C(=O)CSc2nc3ccccc3c(=O)[nH]2)c(C)n1CC1CCCO1 (configuration not stated)	30.9	1.2
Cc1cc(C)n(-c2nc3c(c(=O)[nH]c(=O)n3C)n2CC(C)C)n1	13.6	-2.3
CNC(=O)c1[nH]cnc1C(=O)Nc1ccccn1	4.1	1.1
COc1ccc(OCc2nc3ccc(S(=O)(=O)Nc4ccccc4Cl)cc3[nH]2)cc1	0.3	-0.5
COCCCN(C(=O)CSCc1ccc(C)cc1)c1c(N)n(Cc2ccccc2)c(=O)[nH]c1=O	25.8	13.0
COCCNC(=O)c1c[nH]c2ccc(S(=O)(=O)N3CCc4ccccc43)cc2c1=O	3.0	0.9
Cc1[nH]c2ccc(-c3n[nH]c(=S)n3-c3ccc(Br)cc3)cc2c1C	9.1	-1.1
N#C/C(=C(/O)CCl)c1nc2ccccc2[nH]1	14.5	4.2
CCCCNS(=O)(=O)c1ccc2nc(SCC(N)=O)[nH]c2c1	19.9	-1.5
O=C(O)C1Sc2[nH]c(=O)sc2C2c3ccc(O)cc3OC(=O)C12 (configuration not stated)	8.6	2.8
O=C(Nc1nc2ccccc2[nH]1)c1ccc(Cl)c([N+](=O)[O-])c1	3.6	-0.9
